Screening data: PubChem, National Center for Advancing Translational Sciences (NCATS)
SW480 rereplic: DNA re-replication induction in SW480 cells; SW480 DNA re-replication, Hoechst DNA content imaging, 48 h; Potency, µM (doses to about 46.1 µM), for the others: at the top dose re-replication activation, most hits filed as activators; hit rate 1.8% among 340,000; further: % of control where 0% means no effect; nearly all actives have a fitted effect of over 55% in size
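Per well, 250 cells were exposed to pinned compound for 48 hr. Nuclear DNA was visualised with Hoechst (40 min, 37 C) and total object intensity recorded by fluorescence scanning.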
GLP1R ag: activates the human GLP-1 receptor | P43220 | HEK293 GLP-1R CRE-luciferase, luminescence, 4-6 h; cells express a hypersensitive GLP-1R form | Potency, µM (titrated, usually from 45.6 µM), inactives show at the highest dose activation, actives largely listed as activators | hit rate 0.007% among 380,000; further: % of control where 0% means no effect
Target sequence (P43220 whole entry, looked up): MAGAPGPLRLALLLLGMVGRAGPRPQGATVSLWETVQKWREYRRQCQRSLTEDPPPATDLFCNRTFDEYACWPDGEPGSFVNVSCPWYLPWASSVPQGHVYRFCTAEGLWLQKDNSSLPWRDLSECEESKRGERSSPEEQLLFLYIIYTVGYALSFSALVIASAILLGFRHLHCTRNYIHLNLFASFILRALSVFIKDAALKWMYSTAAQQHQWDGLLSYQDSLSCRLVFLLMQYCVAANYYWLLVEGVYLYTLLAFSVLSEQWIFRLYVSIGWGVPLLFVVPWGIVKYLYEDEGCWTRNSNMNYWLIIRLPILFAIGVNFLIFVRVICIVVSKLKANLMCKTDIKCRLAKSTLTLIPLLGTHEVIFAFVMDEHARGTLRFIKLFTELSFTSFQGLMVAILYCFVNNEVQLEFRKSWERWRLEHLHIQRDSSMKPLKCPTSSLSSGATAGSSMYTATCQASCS
HT1080NT lethal: kills 2HG-producing HT-1080-NT fibrosarcoma cells | HT-1080-NT fibrosarcoma viability, CellTiter-Glo ATP luminescence, 48 h | Potency, µM (highest dose often 46.1 µM), inactives show top-dose activity, negative = less viability, actives largely listed as cytotoxic | hit rate 1.6% among 360,000 | AID 686970;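 further: NT is the 2HG producing partner of a matched IDH1 knockdown line; 0% = DMSO-treated cells and -100% = media-only wells without cells; nearly all actives have a fitted effect of over 55% in size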
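Viability by CellTiter-Glo luminescence after 48 h compound exposure at 37C of HT-1080-NT cells (750/well, RPMI, 5% FBS). % activity scaled between DMSO wells and medium-only wells, then curve-fitted and categorized by curve class.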
GLP1R inv ag: acts as inverse agonist at human GLP-1 receptor | P43220 | AID 624417 | HEK293 GLP-1R CRE-luciferase, luminescence, 24 h; GLP-1R form is constitutively active | Potency, µM (doses to about 38.3 µM), for inactives: at the top dose activity change, negative = inhibition, actives largely listed as inhibitors | hit rate 1.6% among 410,000; further: on the % scale 0 is the no-effect control and ±100 the full control effect; nearly all actives have a fitted effect of over 55% in size
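Readout was luciferase luminescence, measured 12 min after detection reagent at room temperature. Beforehand, GLP-1R reporter HEK293 cells had sat 12 h, then received compounds for 24 hr at 37 deg C.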
HT1080 IDH1KD tx: kills HT-1080 cells with IDH1 knockdown | HT-1080 IDH1 knockdown viability, ATP luminescence, 48 h | Potency, µM (doses to about 46.1 µM), inactives show at the highest dose activity, negative = toxicity, actives largely listed as cytotoxic | hit rate 2% among 360,000;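 further: 0% = DMSO wells and -100% = cell-free medium wells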
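In this qHTS, HT-1080 cells depleted of IDH1 are exposed for 48 h at 37 °C to compound titrations. Toxicity is scored from CellTiter-Glo luminescence, with DMSO as full viability and medium alone as none.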
KB-3-1 tox: kills parental KB-3-1 adenocarcinoma cells; KB-3-1 viability, CellTiter-Glo ATP luminescence, 72 h; hit rate 1.4% among 400,000; Potency, µM (series often up to 46.1 µM), for the others: top-dose activity change, negative = cytotoxic, most hits filed as cytotoxic; further: on the % scale 0 is the no-effect control and ±100 the full control effect; nearly all actives have a fitted effect of over 60% in size
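Using CellTiter-Glo luminescence, growth of non-resistant KB-3-1 adenocarcinoma cells is assessed 72 h after pin-tool compound addition at 37 °C. Normalized responses across the concentration series yield fitted curves.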
GLP1R cytotox: cytotoxicity counter-screen for GLP-1 receptor inverse agonists; HEK293 cAMP-luciferase reporter cells, luminescence, 24 h; Potency, µM (top dose mostly 38.3 µM), without a hit: top-dose activity change, negative = inhibition, hits mostly inhibitors; hit rate 0.13% among 410,000;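 further: loss of luciferase light is scored as toxicity; on the % scale 0 is the no-effect control and ±100 the full control effect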
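Step one: seed cells (200 cells/uL, DMEM with 10% Nu serum, 1% pen-strep). Step two: 12-hour incubation at 37 deg C. Step three: pin 23 nL compound, incubate 24 hr. Step four: add luciferase reagent, read luminescence 12 min later.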
TDP43 rescue: rescues yeast growth from TDP-43 toxicity. TDP-43 expressing yeast growth rescue, BacTiter-Glo, 24 h. hit rate 1.8% among 410,000. AID 652104. Potency, µM (highest dose often 46.1 µM), for inactives: top-dose growth rescue (activation), hits mostly activators; further: % of control where 0% means no effect; nearly all actives have a fitted effect of over 50% in size
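Galactose-induced TDP-43 yeast, OD600=0.02, compound pinned; 24 hr, 30 deg C; BacTiter-Glo luminescence for growth. Inhibitors of TDP-43 toxicity read as activators.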
KB-V1 MDR tox: kills drug-selected multidrug resistant KB-V1 cells | AID 1347076 | KB-V1 MDR cells viability, CellTiter-Glo, 72 h | Potency, µM (top dose mostly 46.1 µM), inactives show at the highest dose activity change, negative = cytotoxicity, hits mostly cytotoxic | hit rate 3.4% among 400,000; further: on the % scale 0 is the no-effect control and ±100 the full control effect; nearly all actives have a fitted effect of over 60% in size
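Cells of the MDR subline KB-V1 are plated, dosed with compound at multiple concentrations, and incubated 72 h at 37 degrees C; CellTiter-Glo is then added and luminescence read after 10 min.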
* hit, by the source's call; u = inconclusive; x = no result given; [ ] = another dose, or the depositor's remark. The call rests on the fitted dose curve; in most records, active means well fitted curve in the direction sought with a large enough effect; inconclusive means small, poorly fitted or top-dose-only effect, or another doubt; inactive means no such curve, though single readings can be large; an effect the other way counts as inactive or inconclusive. Potency means the concentration at half of the fitted maximal effect.

structure | SW480 rereplic | GLP1R ag | HT1080NT lethal | GLP1R inv ag | HT1080 IDH1KD tx | KB-3-1 tox | GLP1R cytotox | TDP43 rescue | KB-V1 MDR tox
Cc1noc(C)c1C(=O)Nc1sc(C)c(C)c1C#N | -16% | 10% | 8% | 6% | 6% | -16% | 9% | -18% | -27%
Cn1c(=O)[nH]c2ncn(C)c2c1=O | -5% | 4% | 27% | 17% | 9% | 0% | 10% | 13% | 17%
O=C(COc1ccccc1F)NCc1nc2ccccc2[nH]1 | 1% | 0% | 3% | 6% | 0% | 2% | 9% | -5%[0.397 µM] | -15%
CCN(CC)S(=O)(=O)c1ccc(OC)c(NC(=O)c2ccc(OC)c([N+](=O)[O-])c2)c1 | -1% | 10% | 2% | 4% | 3% | 28% | -27% | -7% | u
O=c1[nH]c2ccsc2c(=O)n1-c1ccc(F)c(Cl)c1 | 0% | -2% | 3% | -3% | -4% | 7% | -21% | 23% | u
CCOC(=O)CN1C(=O)C(=O)N(Cc2c(Cl)cccc2Cl)C1=O | -2% | -1% | 21% | 3% | 23% | 5% | 3% | -13% | 13%
O=C(Nc1ccccc1N1CCCC1)c1cccc(S(=O)(=O)N2CCOCC2)c1 | -1% | 10% | 8% | u | 5% | 0% | -4% | -17% | 0%
Cn1c2ccc(F)cc2c2ncn(Cc3ccccn3)c(=O)c21 | -8%[9.22 µM] | 20% | -10% | 68%[activator] | -9% | -8% | 4% | u | -20%
Cc1cc(S(=O)(=O)Nc2ccc(F)cc2)c(C)s1 | 17% | 16% | -28% | 0% | -2% | -16% | 15% | 8% | 1%
CN(C)c1ccc(C(O)Cc2nc3ccccc3n2C)cc1 (stereo not drawn) | -2% | -1% | -25% | -4% | -17% | -5% | 7% | -30%[inhibitor] | -4%
CCC(CC)C(=O)NCCc1cc2cc(C)c(C)cc2[nH]c1=O | 2% | -2% | 25% | 34%[activator] | -4% | 11% | -20% | -2% | -31%
Cc1cc(C)c(C2C(C#N)=C(N)Oc3n[nH]c(C)c32)cc1CN1CCCC1 (stereo not drawn) | 10% | -11% | -20% | 0% | -23% | 2% | -35% | -25% | 17%
COc1ccc(/C=N/OCc2nc3c4c(ncn3n2)Oc2ccc3ccccc3c2C4c2ccccc2)cc1 (stereo not drawn) | -1% | -11% | 3% | 0% | 1% | 6% | -4% | -11% | 1%
COCCn1cc(C(=O)NCCCN2CCC(C)CC2)c2c3ccccc3n(C)c2c1=O | 2% | -5% | 7%[9.24 µM] | 0% | -24% | -15% | -19% | -20% | -1%
CCOC(=O)N1CCN(C(=O)c2ccc(Cl)c(S(=O)(=O)N3CCCC3)c2)CC1 | u | 1% | -8% | 25% | 0% | 9% | 10% | -15% | u
CCCC/C(O)=C1\C(=O)CC(C)(C)CC1=Nc1ccc(OC)cc1 | -3% | 2% | -2% | u | -2% | -1% | -11% | 22% | 0%
O=C(Nc1nc2n(n1)C(c1ccccc1)C=C(c1ccccc1)N2)c1ccco1 (stereo not drawn) | -4%[9.22 µM] | -10% | 24% | 1% | 15% | 28% | 14% | 1% | -1%
O=C(CN1CCN(S(=O)(=O)c2ccc(Cl)cc2)CC1)Nc1ccc(F)cc1F | -3% | 0% | 11% | u | 8% | -12% | -15% | 6% | u
COc1cccc(-c2nn(C)c3sc(C(=O)NCc4ccccn4)cc23)c1 | 1% | 0% | -7% | -15% | -22% | -1% | 1% | -3% | -12%
Cn1ccnc1C(=O)c1cccc(Br)c1 | 1% | 18% | 6% | 14% | 13% | 3% | 9% | 0% | 21%
CCCOC1(NC(=O)c2ccccc2)C(C)=CC(=O)C=C1C | -18% | 4% | 22% | 3% | 25% | 7% | -10% | 9% | 9%
CCN(CC)C(=O)N1CCC(NC(=O)c2ccc(C(C)(C)C)cc2)CC1 | 0% | -1% | -7% | u | -7% | -14% | -1% | 4% | -28%
CCOc1ccccc1NC(=O)COC(=O)COc1cccc2c1OC(C)(C)C2 | x | 6% | 3% | -4% | 1% | 0% | -18% | 14% | 5%
COC1=Nc2ccccc2/C=C\c2ccccc21 | x | 3% | 9% | u | 8% | u | -5% | 23% | 2%

Sorted by heavy-atom count (lowest first): part of the list above.
structure | SW480 rereplic | GLP1R ag | HT1080NT lethal | GLP1R inv ag | HT1080 IDH1KD tx | KB-3-1 tox | GLP1R cytotox | TDP43 rescue | KB-V1 MDR tox
Cn1ccnc1C(=O)c1cccc(Br)c1 | 1% | 18% | 6% | 14% | 13% | 3% | 9% | 0% | 21%
COC1=Nc2ccccc2/C=C\c2ccccc21 | x | 3% | 9% | u | 8% | u | -5% | 23% | 2%
CN(C)c1ccc(C(O)Cc2nc3ccccc3n2C)cc1 (stereo not drawn) | -2% | -1% | -25% | -4% | -17% | -5% | 7% | -30%[inhibitor] | -4%
CCC(CC)C(=O)NCCc1cc2cc(C)c(C)cc2[nH]c1=O | 2% | -2% | 25% | 34%[activator] | -4% | 11% | -20% | -2% | -31%
CCCC/C(O)=C1\C(=O)CC(C)(C)CC1=Nc1ccc(OC)cc1 | -3% | 2% | -2% | u | -2% | -1% | -11% | 22% | 0%
CCN(CC)C(=O)N1CCC(NC(=O)c2ccc(C(C)(C)C)cc2)CC1 | 0% | -1% | -7% | u | -7% | -14% | -1% | 4% | -28%
COc1cccc(-c2nn(C)c3sc(C(=O)NCc4ccccn4)cc23)c1 | 1% | 0% | -7% | -15% | -22% | -1% | 1% | -3% | -12%
O=C(CN1CCN(S(=O)(=O)c2ccc(Cl)cc2)CC1)Nc1ccc(F)cc1F | -3% | 0% | 11% | u | 8% | -12% | -15% | 6% | u
CCOc1ccccc1NC(=O)COC(=O)COc1cccc2c1OC(C)(C)C2 | x | 6% | 3% | -4% | 1% | 0% | -18% | 14% | 5%
COCCn1cc(C(=O)NCCCN2CCC(C)CC2)c2c3ccccc3n(C)c2c1=O | 2% | -5% | 7%[9.24 µM] | 0% | -24% | -15% | -19% | -20% | -1%
COc1ccc(/C=N/OCc2nc3c4c(ncn3n2)Oc2ccc3ccccc3c2C4c2ccccc2)cc1 (stereo not drawn) | -1% | -11% | 3% | 0% | 1% | 6% | -4% | -11% | 1%

Other structures follow.
structure | SW480 rereplic | GLP1R ag | HT1080NT lethal | GLP1R inv ag | HT1080 IDH1KD tx | KB-3-1 tox | GLP1R cytotox | TDP43 rescue | KB-V1 MDR tox
COc1ccc(N2CC(NC(=O)C3CC3)CC2=O)cc1OC (stereo not drawn) | x | 0% | x | 7% | x | 9% | 2% | 14% | u
O=C1NC[C@H](CC2CCCCC2)N(CC2CCCCC2)C1=O | -6% | 9% | 7% | 14% | 2% | 4% | 1% | 14% | 10%
Cc1cccc(NC(=O)COc2ccc3oc4c(c3c2)CCCC4)n1 | -6% | 15% | 8% | -23% | 4% | 0% | -8% | 8% | 0%
CCOC(=O)c1ccc(NC(=O)c2cnn3c(=O)c4c(n(CC)c23)CCN(Cc2ccc(OC)cc2)C4)cc1 | x | x | x | 10% | x | 7% | 0% | -23% | -17%
O=C(CCl)Nc1cn(-c2ccccc2)nc1-c1ccc(F)cc1 | u | -21% | 8.2µM* | 3%[0.307 µM] | 4.6µM* | u | -1%[0.307 µM] | 8.9µM* | u
COc1cccc(CNC(=O)CCS(=O)(=O)c2ccccc2Cl)c1 | -10% | 2% | 5% | 1% | 4% | 5% | 6% | 14% | 14%
c1csc(-c2nn3c(Cn4cnc5ccccc54)nnc3s2)c1 | -15% | 13% | 7% | 33%[activator] | -13% | -2% | 1% | -10% | u
Cc1ccc(S(=O)(=O)NC2CC(C)(C)NC(C)(C)C2)c(C)c1C | 1% | 0% | -7% | u | -2% | 12% | 10% | 11% | 2%
Cc1cc(C)n(CC(=O)NNC(=O)CCCOc2ccc(Cl)c(C)c2)n1 | 2% | 1% | -4% | -16% | -1% | x | 1% | 21% | x
CCCCC12CN3CC(C)(CN(C1)C3c1cc(Br)ccc1O)C2=O (stereo not drawn) | x | x | x | u | x | -6% | -6% | 22% | -4%
O=C(CCN1CCCCC1)NCC1OCCc2ccccc21 (stereo not drawn) | -8% | -10% | 1% | 3% | -2% | -8% | 5% | -17% | -1%
Cc1ccc2ccccc2c1Cn1c(-n2ccnc2)nc2c1c(=O)n(C)c(=O)n2C | -3% | -2% | -5% | -8% | 0% | 5% | 1% | 5% | 0%
CCc1nc2sc3c(N4CCC(C)CC4)ncnc3c2c2c1CCCC2 | x | x | x | -3% | x | 0% | 0% | -3% | 13%
C=C(C)C(=O)Oc1ccc(N2C(=O)CCC2=O)cc1 | 1% | -3% | 0% | 3% | -9% | 4% | 4% | 0% | -5%
O=C(Cc1cccs1)N1CCN(S(=O)(=O)c2ccc(F)cc2)CC1 | -21% | 16% | 19% | -27% | 1% | u | -11% | 6% | -5%
O=C(CSc1cc([N+](=O)[O-])cc(S(=O)(=O)Cc2ccccc2)c1)NC1CC1 | -5% | 17% | 0% | 0% | 1% | 21% | 13% | 8% | 15%
COc1ccc(OCCCC(=O)N(C)CC(=O)Nc2ccccc2Cl)cc1 | -5% | 4% | 1% | -14% | -10% | 1% | 2% | 3% | 0%
Cc1ccc(C(=O)/C=C\NCc2ccccc2)cc1 | -10% | 0% | 7% | -23% | 4% | -1% | -21% | 15% | 0%
CC(C)(C)OC(=O)N(Cc1ccccc1)Cc1ccc(OCc2cccc(NC(=O)C3CC3)c2)cc1 | u | -6% | -1% | 2% | -24% | u | 3% | 5% | u
O=C1CCC(=O)N1CN(C(=O)c1ccco1)c1ccccc1 | -6% | -6% | 6% | 0% | 1% | -3% | -13% | -2% | 19%

Outcome played no part in choosing rows. Share with any hit: about 9.4%.
